# Gli-Sufu block: Gli-Sufu pathway antagonism | hit rate 0.74% among 340,000 | inhibition, % at 5 µM | AID 588413 | Sufu-KO-LIGHT fibroblasts, Gli luciferase reporter luminescence;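 active = inhibition above about 55%, limit read from the data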;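 note: 0% = DMSO-treated cells and 100% = wells with medium but no cells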
# CHOP UPR activ: apoptotic UPR (CHOP) activation | CHO-CHOP luciferase reporter, luminescence; percent of tunicamycin response over DMSO baseline | activation, % at 10 µM | hit rate 0.34% among 330,000 | AID 449763;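 active = at 10 µM dose, activation of 40% or more, normalized to positive control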;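 note: 100% = tunicamycin at 10 µg/mL and 0% = DMSO alone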
#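 Material: CHO-CHOP cells, stable luciferase reporter of PERK-eIF2a-CHOP signalling; quantity: 500 reporter cells seeded per well; buffer or medium: F12 medium containing 10% fetal bovine serum; compound: one dose, 10 µM in 0.5% DMSO; incubation: 6 h compound treatment, 37 °C; measured by: Steady-Glo luciferase luminescence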
# CCR6 antag: CCR6 (human) receptor antagonism; inhibition, % at 20 µM; CHO-K1 CCR6 PathHunter beta-arrestin, luminescence, CCL20-stimulated; P51684; hit rate 0.49% among 340,000;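 active = compounds whose inhibition of the agonist-driven luminescence signal at 20 µM reaches about 50%, limit read from the data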;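 note: cells stimulated with CCL20 at 14 nM final; plate controls were DMSO with CCL20 for no effect and DMSO without agonist for full effect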
# XBP1 UPR activ: activators of adaptive arm of unfolded protein response (XBP1). CHO-XBP1 luciferase reporter, IRE1-XBP1 UPR activation, luminescence; percent of tunicamycin response, DMSO as zero. activation, % at 20 µM. hit rate 0.33% among 330,000;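 active = versus positive control, 20 µM dose yields 30% or more activation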;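 note: 100% = tunicamycin at 10 µg/mL and 0% = DMSO only wells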
#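 assay system = CHO-XBP1 luciferase reporter cells | amount = 1000 cells/well | buffer or medium = F12 plus 10% FBS | compound dosing = single point, 20 µM final compound, 1% DMSO | incubation = 16-18 h cell attachment at 37 °C, then 6 h compound exposure | detection = Steady-Glo luminescence read | controls = tunicamycin 10 µg/mL and vehicle-only wells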
# Jurkat NFkB inh: inhibitors of the PMA/ionomycin-induced NF-kB reporter in Jurkat cells | inhibition, % at 4 µM | hit rate 0.53% among 330,000 | PMA/ionomycin-induced NF-kB luciferase reporter, luminescence; in the data active = inhibition above about 50%
# 697 NFkB inh: inhibitors of the PMA/ionomycin-induced NF-kB reporter in 697 B cells; 697 B-cell NF-kB luciferase reporter, 16 h; inhibition, % at 4 µM; hit rate 0.33% among 330,000; in the data active = inhibition above about 35%
# CXCR6 block: CXCR6 (human) receptor inhibition. O00574. CHO-K1 PathHunter CXCR6 beta-arrestin, luminescence. inhibition, % at 20 µM. hit rate 0.36% among 360,000. AID 602244; in the data active = inhibition above about 34%, passing the limit was not always enough;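 note: antagonist mode with CXCL16 agonist at 10 nM final; 0% = 10 nM CXCL16 with DMSO and 100% = unstimulated wells without agonist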
# Mdm2 MdmX PPI: human Mdm2/MdmX binding inhibition | O15151+Q00987 | SaOS-2 split-luciferase Mdm2/MdmX complementation, luminescence | inhibition, % at 8 µM | hit rate 3% among 330,000 | AID 485346;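 active = inhibition of at least 50% at 8 µM in the primary screen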
# Target sequence (O15151 whole entry, looked up): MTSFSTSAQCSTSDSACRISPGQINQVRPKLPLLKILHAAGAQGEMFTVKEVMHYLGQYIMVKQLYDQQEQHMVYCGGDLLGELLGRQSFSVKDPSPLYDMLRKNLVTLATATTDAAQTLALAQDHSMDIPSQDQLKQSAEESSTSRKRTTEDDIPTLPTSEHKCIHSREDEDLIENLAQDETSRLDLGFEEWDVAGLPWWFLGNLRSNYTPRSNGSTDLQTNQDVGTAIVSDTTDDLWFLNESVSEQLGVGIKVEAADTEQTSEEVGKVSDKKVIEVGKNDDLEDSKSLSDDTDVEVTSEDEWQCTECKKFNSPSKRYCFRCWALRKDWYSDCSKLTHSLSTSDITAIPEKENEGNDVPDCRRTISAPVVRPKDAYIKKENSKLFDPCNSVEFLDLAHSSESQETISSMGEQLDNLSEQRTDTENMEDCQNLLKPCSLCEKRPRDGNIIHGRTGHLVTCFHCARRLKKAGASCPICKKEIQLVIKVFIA
# Target sequence (Q00987 whole entry, looked up): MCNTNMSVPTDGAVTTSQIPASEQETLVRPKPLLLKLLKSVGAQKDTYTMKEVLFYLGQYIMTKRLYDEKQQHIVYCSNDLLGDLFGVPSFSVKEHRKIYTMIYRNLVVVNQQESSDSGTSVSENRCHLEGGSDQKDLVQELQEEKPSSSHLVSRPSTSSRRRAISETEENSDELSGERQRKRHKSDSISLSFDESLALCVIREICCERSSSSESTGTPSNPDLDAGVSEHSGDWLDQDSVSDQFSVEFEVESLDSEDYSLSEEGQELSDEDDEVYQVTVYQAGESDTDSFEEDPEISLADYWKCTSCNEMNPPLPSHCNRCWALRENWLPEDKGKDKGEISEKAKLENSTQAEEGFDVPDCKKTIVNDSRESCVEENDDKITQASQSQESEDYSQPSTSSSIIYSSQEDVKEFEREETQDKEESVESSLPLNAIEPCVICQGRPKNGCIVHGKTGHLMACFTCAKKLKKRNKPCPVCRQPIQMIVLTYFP
# EBI2 block: blocks human EBI2 receptor beta-arrestin signaling; P32249; EBI2 beta-arrestin recruitment, luminescence, 7a,25-OHC stimulated; inhibition, % at 5 µM; hit rate 0.81% among 360,000; in the data active = inhibition above about 38%;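 note: enzyme fragment complementation signal reports receptor beta-arrestin coupling in cells; 0% = agonist plus DMSO wells and 100% = wells without agonist; some results beyond the cut were filed as inactive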
# The depositor's hits bear a star; · = not tested or not shown.
Molecule	Jurkat NFkB inh	CHOP UPR activ	Gli-Sufu block	Mdm2 MdmX PPI	CCR6 antag	CXCR6 block	XBP1 UPR activ	697 NFkB inh	EBI2 block
CC(C)(C)c1ccc(OCC(=O)N2CCN(c3ccccn3)CC2)cc1	-1	-0.2	5	-11	6	5	3	15	-18
Cc1ccc(C(=O)C[n+]2cc(Br)cc(Br)c2)cc1	-17	-0.5	6	-5	7	7	-2	-1	-10
CN(CC(=O)NC1CCCc2ccccc21)S(=O)(=O)c1ccc2c(c1)c(=O)n(C)c(=O)n2C (configuration not stated)	7	-0.4	6	22	23	2	-1	-12	4
C/C(=N\NC(=O)CC1N=C(Cc2ccccc2)NNC1=O)c1ccncc1 (configuration not stated)	4	1.3	2	-14	-3	-11	0	2	-9
O=c1[nH]c(/C=C\c2cccnc2)c([N+](=O)[O-])c(=O)[nH]1	8	-1.7	9	8	-22	2	0	3	4
CC(=O)N1c2ccc(S(=O)(=O)NCC3CCC(C(=O)N4CCCC(C)C4)CC3)cc2CC1C (configuration not stated)	13	2.1	21	39	6	2	-6	12	-11
CCOc1ccc(Cl)cc1Nc1nc(NCCO)nc(N2CCCC2)n1	-3	-1.5	4	7	4	3	3	5	16
NNc1nc2sc3c(c2c(=O)n1Cc1ccccc1)CCC3	-19	-0.9	-6	-6	30	4	0	13	4
COc1ccc2nc(N3C(=O)CC(Cc4cc(C)cc(C)c4)C3=O)sc2c1 (configuration not stated)	3	-2.1	-8	28	7	14	-1	-1	5
CCC1C(=O)CC(c2ccco2)NC1c1ccco1 (configuration not stated)	-7	-0.4	-11	-21	0	-5	-1	27	0
COc1ccc(CC(=O)Oc2ccc(C(C)(C)C)cc2)cc1S(=O)(=O)N1CCOCC1	17	-1.4	-3	10	10	13	-5	15	-9
COc1ccc(/C=C2\SC(=S)N(CCC(=O)N3CCCCC3CCO)C2=O)cc1 (configuration not stated)	10	-0.4	7	36	4	7	-6	0	4
N#CC1(NC(=O)COC(=O)c2cc(O)c3ccccc3c2O)CCCCC1	1	3.1	15	30	15	-6	-2	-3	-50
Nc1ccc(Sc2nc3ccccc3[nH]2)cc1	16	2.3	-5	-19	15	-10	1	14	5
O=C(c1ccc2c(c1)OCCO2)N1CCN(c2ncc(C(F)(F)F)cc2Cl)CC1	-22	-1.3	-6	-14	9	-4	1	-16	-3
CCSc1nnc([C@H](Cc2ccccc2)NC(=O)OC(C)(C)C)o1	13	1.5	0	12	5	-2	-3	4	9
OCCC1CN(Cc2ccc3c(c2)CCO3)CCN1Cc1ccc(F)cc1 (configuration not stated)	-6	-1.4	30	15	12	2	0	8	-4
O=C(CSc1nnnn1C1CC1)Nc1ccc(S(=O)(=O)N2CCOCC2)cc1	3	0.6	1	-12	8	-8	2	17	-7
C=CCOc1ccc(CNn2nnnc2N)cc1	-10	-0.8	-6	-8	1	-1	-2	-10	-2
Cc1nc2cc(-c3cccc(F)c3)nn2c(C)c1CCC(=O)N1CCN(c2ccccn2)CC1	16	-3.5	6	10	1	-2	-1	48*	8
CCOc1ccccc1N(CC)C(=O)c1ccc2c(=O)n3c(nc2c1)CCCCC3	7	1.6	·	13	25	10	13	11	4
Cc1ccc(C(=O)NCC(=O)N2CCN(S(=O)(=O)c3cccs3)CC2)s1	-12	3.2	0	-14	1	-4	-1	25	-12
Cc1nnc(SCC(=O)N(CCC#N)c2ccc3c(c2)OCCO3)s1	1	2.3	-8	9	3	-3	2	9	-6
COC(=O)c1cc2c(ccn2-c2ccc(F)cc2)n1CC(C)C	-8	-0.4	0	-3	29	5	5	-6	36
O=C(Cc1ccccc1)N/N=C/c1ccc(S(=O)(=O)O)o1	4	1.5	5	-15	3	1	0	-6	5
Cc1ccc(C(C)NC(=O)c2cc(C)oc2C)cc1 (configuration not stated)	-7	0.3	3	10	-5	-6	-1	-9	-2
COc1ccc(Sc2nc3ccccc3n3c(C(F)(F)F)nnc23)cc1	-3	-2.2	6	5	-12	-6	-1	14	1
COc1ccc(-c2c[n+]3c(n2-c2c(C)n(C)n(-c4ccccc4)c2=O)CCCCC3)cc1	23	0.2	-1	-1	9	-2	0	22	0
O=C(CNS(=O)(=O)c1ccccc1)Nc1cccc([N+](=O)[O-])c1	0	-0.2	-3	15	2	3	-7	27	7
CCC(C)(C)NC(=O)C(c1ccc(O)cc1)N(CCOC)C(=O)CCC(=O)Nc1nccs1 (configuration not stated)	13	1.6	21	4	-1	3	-1	13	-6
CCOC(=O)c1cc(CC)sc1NC(=O)CC1Sc2ccc(C(F)(F)F)cc2NC1=O (configuration not stated)	-11	0.5	-4	-38	-3	3	-1	1	-11
CCOc1nc(Nc2ccc(OC)c(Cl)c2)nc(N2CCN(c3ccc(OC)cc3)CC2)n1	3	0.7	4	25	-8	7	-5	-16	31
COc1ccc(C(=O)CSc2nc3ncccc3[nH]2)cc1OC	8	0.1	-2	0	1	1	-2	5	-1
COc1ccc(CCNC(=O)C/C(C)=N/NC(=O)c2cnccn2)cc1	9	2.3	-30	17	7	-4	-3	7	-12
O=C(NNC(=O)c1ccc[nH]1)c1cc(Cl)cc(Cl)c1	0	0.4	-1	-20	1	0	-3	-2	0
CCCCNC(=O)CNC(=O)c1nn(-c2ccc(OC)c(Cl)c2)c(=O)c2ccccc12	-7	1.5	13	4	5	-4	0	5	1
CC(C)CCNC(=O)c1onc(CSc2ccc(F)c(F)c2)c1C(=O)NCCC(C)C	12	-2.6	-12	18	18	10	1	8	17
CN(C)S(=O)(=O)c1ccc2c(c1)C(=O)c1cc(S(=O)(=O)N(C)C)ccc1CC2	-2	-0.2	7	30	14	2	0	-17	12
Cc1ccc(-c2nc3ccccc3c(=O)n2CCN2CCOCC2)cc1	4	-0.4	0	12	7	-3	-1	3	-4
Fc1ccc(N2CCN(C(c3cccs3)c3nnnn3C3CCCC3)CC2)cc1 (configuration not stated)	15	-0.2	5	14	18	4	1	1	3
COc1ccc(CSc2nnc(C)s2)cc1F	-42	2.1	-23	-2	-4	-6	3	-18	-5
O=C(Nc1ccc2c(c1)OCCO2)C1CC(O)CN1C(=O)Nc1ccccc1 (configuration not stated)	15	-0.7	-6	24	7	-3	-3	6	-6
COc1cc(OC)c(OC)cc1CN(C)CC1CCCN(CCc2ccccc2F)C1 (configuration not stated)	17	-0.3	·	50	16	13	-5	11	3
C/C(=N\NC(=O)c1nn(C)c(C)c1Br)c1cccc(NC(=O)c2ccc(F)cc2)c1	-34	3.8	-54	21	-13	-5	1	-61	-13

# Structural class: the entries above with an aryl thioether with sulfur outside any ring
Molecule	Jurkat NFkB inh	CHOP UPR activ	Gli-Sufu block	Mdm2 MdmX PPI	CCR6 antag	CXCR6 block	XBP1 UPR activ	697 NFkB inh	EBI2 block
Nc1ccc(Sc2nc3ccccc3[nH]2)cc1	16	2.3	-5	-19	15	-10	1	14	5
CCSc1nnc([C@H](Cc2ccccc2)NC(=O)OC(C)(C)C)o1	13	1.5	0	12	5	-2	-3	4	9
O=C(CSc1nnnn1C1CC1)Nc1ccc(S(=O)(=O)N2CCOCC2)cc1	3	0.6	1	-12	8	-8	2	17	-7
Cc1nnc(SCC(=O)N(CCC#N)c2ccc3c(c2)OCCO3)s1	1	2.3	-8	9	3	-3	2	9	-6
COc1ccc(Sc2nc3ccccc3n3c(C(F)(F)F)nnc23)cc1	-3	-2.2	6	5	-12	-6	-1	14	1
COc1ccc(C(=O)CSc2nc3ncccc3[nH]2)cc1OC	8	0.1	-2	0	1	1	-2	5	-1
CC(C)CCNC(=O)c1onc(CSc2ccc(F)c(F)c2)c1C(=O)NCCC(C)C	12	-2.6	-12	18	18	10	1	8	17
COc1ccc(CSc2nnc(C)s2)cc1F	-42	2.1	-23	-2	-4	-6	3	-18	-5

# An excerpt from above, reduced to 697 NFkB inh, CXCR6 block and Mdm2 MdmX PPI.
Structure | 697 NFkB inh | CXCR6 block | Mdm2 MdmX PPI
O=C(NNC(=O)c1ccc[nH]1)c1cc(Cl)cc(Cl)c1 | -2 | 0 | -20
CCCCNC(=O)CNC(=O)c1nn(-c2ccc(OC)c(Cl)c2)c(=O)c2ccccc12 | 5 | -4 | 4
